TDP43 rescue: qHTS of TDP-43 Inhibitors; AID 652104, 2013; Potency, µM (series often up to 46.1 µM), for inactives: at the highest dose growth rescue (activation), actives largely listed as activators; TDP-43 expressing yeast growth rescue, BacTiter-Glo, 24 h; 410,000 tested, 1.8% active; further: % of control where 0% means no effect; nearly all actives have a fitted effect of over 50% in size
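Galactose-induced TDP-43 yeast, OD600=0.02, compound pinned; 24 hr, 30 deg C; BacTiter-Glo luminescence for growth. Inhibitors of TDP-43 toxicity read as activators.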
GLP-1R agonist: qHTS of GLP-1 Receptor Agonists. HEK293 GLP-1R CRE-luciferase, luminescence, 4-6 h; cells express a hypersensitive GLP-1R form. Potency, µM (highest dose often 45.6 µM), inactives show at the highest dose activation, usual class: activators. 380,000 tested, 0.007% active. AID 624172, 2012; further: % of control where 0% means no effect
Target sequence (P43220 whole entry, looked up): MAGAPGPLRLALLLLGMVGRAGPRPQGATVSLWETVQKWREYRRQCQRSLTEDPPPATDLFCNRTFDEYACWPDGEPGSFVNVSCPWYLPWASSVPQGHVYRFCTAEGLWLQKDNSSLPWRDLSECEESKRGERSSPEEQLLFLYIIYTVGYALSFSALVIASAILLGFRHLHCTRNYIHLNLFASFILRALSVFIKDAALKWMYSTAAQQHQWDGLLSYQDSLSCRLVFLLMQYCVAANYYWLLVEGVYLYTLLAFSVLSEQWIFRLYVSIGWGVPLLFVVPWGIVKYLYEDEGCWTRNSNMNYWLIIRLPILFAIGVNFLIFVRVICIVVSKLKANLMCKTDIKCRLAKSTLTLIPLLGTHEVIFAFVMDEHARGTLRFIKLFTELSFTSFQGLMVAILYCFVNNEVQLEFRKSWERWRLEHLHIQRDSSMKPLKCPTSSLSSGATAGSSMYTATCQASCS
HT1080NT lethal: qHTS for induction of synthetic lethality in tumor cells producing 2HG: qHTS for the HT-1080-NT fibrosarcoma cell line; HT-1080-NT fibrosarcoma viability, CellTiter-Glo ATP luminescence, 48 h; Potency, µM (highest dose often 46.1 µM), inactives show top-dose activity, negative = less viability, most hits filed as cytotoxic; 360,000 tested, 1.6% active;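 further: NT is the 2HG producing partner of a matched IDH1 knockdown line; 0% = DMSO-treated cells and -100% = media-only wells without cells; nearly all actives have a fitted effect of over 55% in size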
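Read-out is CellTiter-Glo luminescence after 10 minutes at room temperature, following 48 hours' compound treatment of HT-1080-NT cells (750 cells/well, RPMI, 5% FBS, 37 degrees C).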
KB-V1 MDR tox: qHTS assay for MDR1-selective chemotherapeutics: Primary screen using the drug-selected MDR subline cells KB-V1; KB-V1 MDR cells viability, CellTiter-Glo, 72 h; Potency, µM (highest dose often 46.1 µM), without a hit: at the highest dose activity change, negative = cytotoxicity, most hits filed as cytotoxic; 400,000 tested, 3.4% active; AID 1347076, 2019; further: on the % scale 0 is the no-effect control and ±100 the full control effect; nearly all actives have a fitted effect of over 60% in size
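Cells of the MDR subline KB-V1 are plated, dosed with compound at multiple concentrations, and incubated 72 h at 37 degrees C; CellTiter-Glo is then added and luminescence read after 10 min.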
SW480 rerep: A quantitative high throughput screen for small molecules that induce DNA re-replication in SW480 colon adenocarcinoma cells; SW480 DNA re-replication, Hoechst DNA content imaging, 48 h; Potency, µM (doses to about 46.1 µM), without a hit: at the highest dose re-replication activation, most hits filed as activators; 340,000 tested, 1.8% active; AID 624297, 2012; further: % of control where 0% means no effect; nearly all actives have a fitted effect of over 55% in size
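SW480 cells exposed to compounds for 48 hr at 37 C, 5% CO2, then Hoechst-stained 40 min. Nuclear DNA content imaged by fluorescence scanning (405 nm excitation, 500-530 nm emission); re-replication scored as increased high-intensity nuclei.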
HEK293 tox: qHTS of GLP-1 Receptor Inverse Agonists: Cytotox Screen. Potency, µM (series often up to 38.3 µM), without a hit: at the highest dose activity change, negative = inhibition, most hits filed as inhibitors. HEK293 cAMP-luciferase reporter cells, luminescence, 24 h. 410,000 tested, 0.13% active;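 further: loss of luciferase light is scored as toxicity; on the % scale 0 is the no-effect control and ±100 the full control effect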
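To flag toxic compounds, the library was rerun on cells for 24 hr at 37 deg C and 5% CO2. Viability-linked luminescence was captured 12 min after adding luciferase detection reagent.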
HT1080 IDH1KD tx: qHTS for induction of synthetic lethality in tumor cells producing 2HG: qHTS for the HT-1080-IDH1KD cell line | Potency, µM (highest dose often 46.1 µM), inactives show at the top dose activity, negative = toxicity, actives largely listed as cytotoxic | AID 686971, 2013 | HT-1080 IDH1 knockdown viability, ATP luminescence, 48 h | 360,000 tested, 2% active;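 further: 0% = DMSO wells and -100% = cell-free medium wells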
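Luminescent ATP read-out (CellTiter-Glo, 10 min at room temperature) after 48 h compound exposure at 37 °C gave viability of IDH1-knockdown HT-1080 cells. Activity was normalised to DMSO and cell-free wells, then fitted as concentration-response curves.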
GLP1R inv ag: qHTS of GLP-1 Receptor Inverse Agonists (Inhibition Mode); Glucagon-like peptide 1 receptor (Homo sapiens), P43220; HEK293 GLP-1R CRE-luciferase, luminescence, 24 h; GLP-1R form is constitutively active; Potency, µM (top dose mostly 38.3 µM), without a hit: at the highest dose activity change, negative = inhibition, hits mostly inhibitors; 410,000 tested, 1.6% active; further: on the % scale 0 is the no-effect control and ±100 the full control effect; nearly all actives have a fitted effect of over 55% in size
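Constitutively active GLP-1R drives a cAMP-responsive luciferase in stably transfected HEK293 cells; test compounds are added after overnight (12 h) attachment and left 24 hr, and signal loss in luminescence marks inhibition.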
KB-3-1 tox: qHTS assay for MDR1-selective chemotherapeutics: Primary screen using the parental adenocarcinoma cell KB-3-1. 400,000 tested, 1.4% active. KB-3-1 viability, CellTiter-Glo ATP luminescence, 72 h. AID 1347075, 2019. Potency, µM (series often up to 46.1 µM), for inactives: top-dose activity change, negative = cytotoxic, usual class: cytotoxic; further: on the % scale 0 is the no-effect control and ±100 the full control effect; nearly all actives have a fitted effect of over 60% in size
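Here the drug-naive KB-3-1 line serves as comparator for MDR sub-line selectivity; cells received compound titrations, 72 h at 37 °C, then CellTiter-Glo readout.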
Numbers without * were called inactive; ? = inconclusive; / = not tested or not shown; & = joins results of further samples; [ ] = another dose, or the depositor's remark. The call rests on the fitted dose curve; in most records, active means well fitted curve in the direction sought with a large enough effect; inconclusive means small, poorly fitted or top-dose-only effect, or another doubt; inactive means no such curve, though single readings can be large; an effect the other way counts as inactive or inconclusive. Potency means the concentration at half of the fitted maximal effect.

1) CCOC(=O)c1c(-c2ccccc2)csc1NC(=O)CSc1nnc(C)s1
2) CCN(CC)CCNC(=O)c1ccc(NC(C)=O)cc1
3) Cc1nc2nc(C)c(CCC(=O)Nc3ccc4c(c3)OCO4)c(C)n2n1
4) Cc1ccc(CCn2c3c(c4ccccc42)CN(C)CC3)cn1
5) O=C(Nc1ccccn1)c1ccc(S(=O)(=O)N2CCCC2)cc1
6) O=C(/C=C/c1cccc([N+](=O)[O-])c1)Nc1ccccn1
7) CC(Sc1nc(-c2ccccc2)cc(C(F)(F)F)n1)C(=O)O (configuration not stated)
8) CCOC(=O)c1ccc(N=C2SC(C(=O)NC)CC(=O)N2CCc2ccccc2)cc1 (configuration not stated)
9) N#C/C(=C\c1cccc(F)c1)c1nc(-c2cc3c(ccc4ccccc43)oc2=O)cs1
10) Cn1c(=O)c2c(nc(N3CCNCC3)n2Cc2cccc3ccccc23)n(C)c1=O

| entry no. | 1 | 2 | 3 | 4 | 5 | 6 | 7 | 8 | 9 | 10 |
| --- | --- | --- | --- | --- | --- | --- | --- | --- | --- | --- |
| TDP43 rescue | 10% | 25%&6% | -20% | -12% | -7% | 10% | -1% | 2% | -13% | 3% |
| GLP-1R agonist | 17% | -5%&9%&0% | -4% | 1% | 11% | -11% | 3% | 18% | / | 5% |
| HT1080NT lethal | -11% | -1%&-1% | 3% | -10% | 2% | 16% | 0% | -13% | / | -7% |
| KB-V1 MDR tox | ? | 10%&16% | 5% | -18% | -15% | -6% | 11% | -9% | ? | -1% |
| SW480 rerep | -9% | -3%&-2%&-7%&-3% | -6% | 0% | 39% | -4% | -1% | -4% | / | 3% |
| HEK293 tox | 10% | 9%&-5% | -19% | 0% | -14% | 3% | 5% | ? | -3% | -7% |
| HT1080 IDH1KD tx | -12% | 5%&11% | -8% | -12% | -9% | 10% | -6% | -3% | / | -3% |
| GLP1R inv ag | ? | 1%&4% | 2% | 12% | 14% | 13% | -2% | ? | 5% | -27% |
| KB-3-1 tox | ? | 0%&0% | -7% | -14% | -13% | 3% | 4% | 19% | 10% | 6% |

11) COc1ccccc1CNC(=O)CSc1ncc2c(n1)-c1ccccc1N(Cc1ccc(C)cc1)S2(=O)=O
12) Cc1ccc(OCC(=O)N/N=C/c2ccccc2)c([N+](=O)[O-])c1
13) O=c1oc2ccccc2cc1-c1cn2ccccc2n1
14) COc1cc(N)c(Cl)cc1C(=O)OCC(=O)NC1CCCC1
15) CCOC(=O)C1(CC2CCCCO2)CCN(C(=O)Nc2ccc(C)c(C)c2)CC1 (configuration not stated)
16) N#Cc1ccccc1NC(=O)COc1c(Br)cc(Br)c2cccnc12
17) Cc1nc(Cn2c3ccc(NC(=S)NC4CCCCC4)cc3c(=O)n2C)cs1
18) CCCCN(C)C(=O)c1ccc(Nc2nc(C(N)Cc3ccc(C(F)(F)F)cc3)cs2)nc1 (configuration not stated)
19) COc1ccccc1CNC(=O)CCSCc1cccc(Cl)c1
20) COC(=O)c1ccc(CC2(C)C(=O)Nc3ccc(OC(F)(F)F)cc32)o1 (configuration not stated)

| entry no. | 11 | 12 | 13 | 14 | 15 | 16 | 17 | 18 | 19 | 20 |
| --- | --- | --- | --- | --- | --- | --- | --- | --- | --- | --- |
| TDP43 rescue | 7% | -18% | -32%[inhibitor] | 3% | 24% | -22%[0.397 µM] | 6% | 14% | ? | -7% |
| GLP-1R agonist | 0% | 10% | -6% | 17% | 10% | 6% | -5% | -18% | 0% | -4% |
| HT1080NT lethal | / | 6% | 26µM* | 9% | -6% | -7% | 0% | ? | 1% | 21% |
| KB-V1 MDR tox | 23% | -16% | ? | ? | -14% | -12% | -12% | -12% | -14% | 8% |
| SW480 rerep | / | -5% | ? | -22% | -3% | -2% | / | / | -8% | / |
| HEK293 tox | 2% | 16% | -19% | -8% | -1% | -14% | 6% | ? | -5% | -8% |
| HT1080 IDH1KD tx | / | 11% | 23µM* | 1% | -2% | -18% | 4% | 16µM* | 5% | 0% |
| GLP1R inv ag | -3% | -27% | ? | 13% | ? | 1% | -12% | ? | ? | ? |
| KB-3-1 tox | -4% | 2% | 0% | -1% | -4% | 12% | 0% | ? | 0% | 0% |

21) CCCCCC(=O)NNC(=O)c1ccc(F)cc1
22) CCC1=Nc2cc(C(=O)NCCCOC)ccc2Sc2ccccc21
23) OC[C@@H]1CN(Cc2ccccc2)C[C@H](n2cnc3c(NCc4ccco4)ncnc32)O1
24) CCOC(=O)c1c(C(=O)OCC)c(C)n(CCc2ccc(OC)c(OC)c2)c1C
25) CC(C)CN(C(=O)CSc1nncn1C)C1CCS(=O)(=O)C1 (configuration not stated)
26) CC(Sc1nc2cc([N+](=O)[O-])ccc2n1-c1ccc(F)cc1)C(=O)NCc1ccc2c(c1)OCO2 (configuration not stated)
27) Oc1cccc(/C=N/Nc2nn3cnnc3c3ccccc23)c1
28) O=C(CCn1c(=O)c2sccc2n(CC(=O)Nc2ccccc2)c1=O)NCc1ccccc1Cl
29) O=C1CCC/C(=N\NC(=O)NC2CCCCC2)C1
30) COC(=O)C1=CN(C(C)C)C=C(C(=O)OC)C1c1cc2c(cc1Br)OCO2

| entry no. | 21 | 22 | 23 | 24 | 25 | 26 | 27 | 28 | 29 | 30 |
| --- | --- | --- | --- | --- | --- | --- | --- | --- | --- | --- |
| TDP43 rescue | 6% | 12% | 15% | 8% | -5% | 11% | -21% | 16% | -12% | 13% |
| GLP-1R agonist | -7% | 8% | -5% | 8% | -4% | -3% | -1% | / | -3% | 4% |
| HT1080NT lethal | 9% | 0.65µM* | -1% | 8% | 1% | -2% | -12% | / | 9% | -6% |
| KB-V1 MDR tox | 5% | 0.23µM* | 3% | -3% | 19% | 5.8µM* | -3% | 22% | 23% | 0% |
| SW480 rerep | / | 1.3µM* | / | 9.2µM* | -4% | 3% | -5% | / | 5% | ? |
| HEK293 tox | -13% | ? | -3% | 10% | 10% | -4% | -6% | -1% | -5% | 124%[activator] |
| HT1080 IDH1KD tx | -5% | 1µM* | 10% | 5% | -1% | -12% | -11% | / | 12% | ? |
| GLP1R inv ag | 11% | -64% | 23% | 24% | 2% | 0% | 1% | 5% | 9% | ? |
| KB-3-1 tox | 27% | 0.82µM* | 0% | 7% | 3% | 1% | 0% | 3% | 1% | -15% |

3 records drawn at random from the list so far, as already listed:
25) CC(C)CN(C(=O)CSc1nncn1C)C1CCS(=O)(=O)C1 (configuration not stated)
27) Oc1cccc(/C=N/Nc2nn3cnnc3c3ccccc23)c1
29) O=C1CCC/C(=N\NC(=O)NC2CCCCC2)C1

| entry no. | 25 | 27 | 29 |
| --- | --- | --- | --- |
| TDP43 rescue | -5% | -21% | -12% |
| GLP-1R agonist | -4% | -1% | -3% |
| HT1080NT lethal | 1% | -12% | 9% |
| KB-V1 MDR tox | 19% | -3% | 23% |
| SW480 rerep | -4% | -5% | 5% |
| HEK293 tox | 10% | -6% | -5% |
| HT1080 IDH1KD tx | -1% | -11% | 12% |
| GLP1R inv ag | 2% | 1% | 9% |
| KB-3-1 tox | 3% | 0% | 1% |

Marked active in SW480 rerep, among the entries above:
No.	mol	GLP-1R agonist	SW480 rerep	GLP1R inv ag
22	CCC1=Nc2cc(C(=O)NCCCOC)ccc2Sc2ccccc21	8%	1.3µM*	-64%
24	CCOC(=O)c1c(C(=O)OCC)c(C)n(CCc2ccc(OC)c(OC)c2)c1C	8%	9.2µM*	24%

Later entries.
Values run as follows: TDP43 rescue | GLP-1R agonist | HT1080NT lethal | KB-V1 MDR tox | SW480 rerep | HEK293 tox | HT1080 IDH1KD tx | GLP1R inv ag | KB-3-1 tox
31) O=C(COC(=O)CC1CCCC1)Nc1ccc(Cl)cn1
    -10% | -7% | 9% | 4% | 2% | -12% | 7% | 10% | 21%
32) Cc1ccc(C(NC(=O)C2CCN(CCOc3ccc(Cl)cc3Cl)CC2)c2ccccn2)cc1 (configuration not stated)
    10% | -4% | ? | 1% | / | ? | ? | ? | ?
33) CCc1nnc(NC(=O)CSc2nnc(CSc3nc(C)cc(C)n3)o2)s1
    -15% | -18% | 5% | 2% | -5% | 6% | 16% | 7% | 13%
34) COc1cccc(/C=N/NC(=S)NC2CC3CCC2C3)c1OC (configuration not stated)
    15% | 12% | 5% | -4% | -16% | ? | -1% | ? | -6%
35) Cc1ccc(C)c(N2CC(O)(c3cccs3)[N+]3=C2CCCC3)c1 (configuration not stated)
    -24% | 0% | 14% | 1% | -5% | -5% | 16% | -13% | -5%
36) Cc1onc(-c2ccccc2)c1C(=O)NC(C)c1ccc2c(c1)OCO2 (configuration not stated)
    -23% | -7% | 11% | / | 0% | 16% | -1% | -20% | /
37) Cc1ccc(N(C(=O)CNC(=O)c2ccco2)C(C(=O)NC2CCCCC2)c2cccnc2)cc1C (configuration not stated)
    2% | 3% | 8% | -17% | -8% | 13% | 3% | 2% | 2%
38) CC1CCN(CCCNC(=O)COc2cc(=O)n(C)c3ccccc23)CC1
    -15% | -6% | -9% | 16% | -3% | -3% | -16% | ? | 6%
39) CC(=O)c1cccc(N(C(=O)c2ccco2)C(C(=O)NC2CCCC2)c2ccc(N3CCOCC3)cc2)c1 (configuration not stated)
    -4% | 13% | 8% | 0% | -3% | -2% | 17% | 1% | 16%
40) O=C(Nc1ccccc1F)c1ccc(CN2CCN(c3ccccc3)CC2)cc1
    9% | 18% | ? | 0% | ? | -8% | -23% | ? | ?
41) O=C(CCl)Nc1ccccc1Sc1ccc(Cl)cc1
    11µM* | -17% | ? | ? | 15µM* | ? | ? | -12% | ?
42) CCN(CC)C(=O)C1=C(C)N(Cc2ccc(C(C)(C)C)cc2)C(=O)C(CC(=O)NCC2CCCCC2)C1 (configuration not stated)
    18% | 0% | ? | ? | / | ? | ? | ? | ?

Source: PubChem BioAssay (National Center for Advancing Translational Sciences (NCATS))
